Assay outcomes (PubChem)
H9c2 TAG inh = inhibitors of triacylglycerol accumulation; H9c2 cells, Nile Red lipid (TAG) fluorescence; cells loaded with 200 µM oleic acid; inhibition, % at 12.5 µM; actives 0.66% (n = 230,000); AID 651582;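 active = pattern-corrected inhibition of lipid staining of at least 50% with the nuclear-stain viability signal not falling by more than 50%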;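 also: 0% = DMSO wells and 100% = triacsin C control wells; some results filed as inactive read as strong as hits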
H9c2 TAG inh DAPI viability = second read-out of H9c2 TAG inh, no call of its own (marks repeat the call); DAPI nuclei signal change (viability), lower = more cytotoxic, %;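 whole-well DAPI fluorescence read on a plate reader as a viability signal; minus 50 percent equals half of cells still viable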
Numbers without * were called inactive; & = joins results of further samples. These rows are one share of the data (hit frequency here may not be typical).

SMILES | H9c2 TAG inh | H9c2 TAG inh DAPI viability
CCn1c(O)c(/C=N/N2CCOCC2)c(=O)n(CC)c1=S | -5.5 | -4.9
CCOC(=O)N1CCC(NC(=O)CCc2nc(C3=CCN(C)CC3)no2)CC1 | -5.0 | 4.2
CC12CCC3c4ccc(OC(=O)N(CCCl)CCCl)cc4CCC3C1CCC2O (stereo not drawn) | -0.9 | 2.7
COc1cc(CNCCc2ccc3c(c2)OCO3)ccc1O | -2.6 | 3.3
CN1CCN(c2ncnc(Cl)c2N)CC1 | 7.6 | -3.9
COP(=O)(OC)/C(C=O)=N/Nc1ccc([N+](=O)[O-])cc1 | 7.5 | 1.3
Cc1nc2nc(SCC(=O)N3CCC4(CC3)OCCO4)nn2c(C)c1Cc1ccccc1 | -15.1 | 4.5
COC(=O)C1=C(c2ccccc2OCc2ccccc2)C[C@@H]2CC[C@H]1N2C(=O)NCCOc1ccc(OC)cc1 | -5.6 | 0.3
Clc1ccc(OCC#CCN2CCOCC2)cc1 | 1.0 | 1.0
O=c1[nH]c(O)c(N=Nc2cccc(S(=O)(=O)N3CCOCC3)c2)c(=O)[nH]1 | 4.3 | 2.8
OC(CC#CCN1CCCCCC1)(c1ccccc1)C1CCCC1 (stereo not drawn) | 15.9 | 0.9
COC(=O)C1=C(c2cccc(C#N)c2)C[C@@H]2CC[C@H]1N2C(=O)NC1CC1 | -16.4 | 9.1
Cc1[nH]c2ccc(OCc3ccccc3)cc2c1CCN | 14.9 | 4.3
COC(=O)C1=C(c2ccc(OCc3ccccc3)cc2)C[C@@H]2CC[C@H]1N2C(=O)NCc1ccc2[nH]ccc2c1 | 39.2 | -2.6
CC(C)N(CC(O)c1cccc([N+](=O)[O-])c1)C(C)C (stereo not drawn) | 8.3 | -1.4
O=C1NC(=O)C(Cc2cccs2)C(=O)N1 | 12.2 | -7.0
CCN(CC)C(=O)c1ccc(NC(=O)c2cccc(S(=O)(=O)N3CCN(C)CC3)c2)cc1 | 9.8 | 0.8
CCOC(=O)c1cnc(SCc2ccc(Cl)c(Cl)c2)nc1N1CC1 | -12.0 | 11.4
O=c1[nH]c(=O)n(Cc2ccc(F)cc2)c(O)c1C=Nc1ccc(Cl)cc1 | 8.2 | 4.1
COC(=O)NC(=C(Cl)Cl)P(=O)(c1ccccc1)c1ccccc1 | -7.0 | 1.8

Next part (5 carried over from the part before).
SMILES | H9c2 TAG inh | H9c2 TAG inh DAPI viability
O=C1NC(=O)C(Cc2cccs2)C(=O)N1 | 12.2 | -7.0
CCN(CC)C(=O)c1ccc(NC(=O)c2cccc(S(=O)(=O)N3CCN(C)CC3)c2)cc1 | 9.8 | 0.8
CCOC(=O)c1cnc(SCc2ccc(Cl)c(Cl)c2)nc1N1CC1 | -12.0 | 11.4
O=c1[nH]c(=O)n(Cc2ccc(F)cc2)c(O)c1C=Nc1ccc(Cl)cc1 | 8.2 | 4.1
COC(=O)NC(=C(Cl)Cl)P(=O)(c1ccccc1)c1ccccc1 | -7.0 | 1.8
O=C(c1ccccc1F)c1cn(CC(=O)N2CCOCC2)c2ccccc12 | -11.6 | -4.3
CCOC(=O)CC1c2ccccc2-n2nncc2CN1Cc1ccc(OC)cc1 (stereo not drawn) | -0.4 | -4.3
Cc1cccc(N2CCN(Cc3ccc4c(c3)OCO4)CC2)c1C | -2.6 | 4.6
CC(=O)Nc1ccccc1C(=O)OCC(=O)c1ccc2ccccc2c1 | -18.2 | 1.7
C[C@]12CCC3C(C1CCC2=O)[C@H](O)C[C@H]1C[C@@H](O)CC[C@]31C (stereo partly drawn) | -9.2 | 11.0
CC1=NNC(=O)C1Br (stereo not drawn) | -3.1 | 1.7
OC(CN1CCOCC1)c1csc2ccccc12 (stereo not drawn) | 0.3 | 2.6
CN1CCN(Cc2cc(=O)n3ccsc3n2)CC1 | 1.8 | -3.6
O=S(=O)(O)C(=Cc1ccccc1)c1ccccc1 (tested in a mixture with another compound) | 1.7 | -6.0
CCN1C(=O)C(=Cc2c(C)n(CC(=O)NCC3CCCO3)c3ccccc23)C(=O)N(CC)C1=S (stereo not drawn) | -2.4 | -1.6
O=c1[nH]c(O)c(C=Nc2ccccc2Oc2ccccc2)c(=O)[nH]1 | 9.2 | -19.1
C[n+]1ccc(-c2cc[n+](C)cc2)cc1 | 0.3&7.9 | -0.1&-6.8
CN1C(=O)C(=Cc2c(OCc3cnc(Cl)s3)ccc3ccccc23)C(=O)N(C)C1=O | 5.2 | -6.1
CCCNC(=O)c1c(N)n(CC2CCCO2)c2nc3ccccc3nc12 (stereo not drawn) | 21.6 | 45.2
CCOc1ccc(CN(CCCl)CCCl)cc1C(=O)OC | 27.4 | -28.7
N#CC1=C(N)Oc2c(c(=O)sc3ccccc23)C1c1ccncc1 (stereo not drawn) | -1.9 | 0.9
CC12CCC3c4ccc(OP(=O)(N5CC5)N5CC5)cc4CCC3C1CCC2=O (stereo not drawn) | 15.7 | -3.5
COC(=O)C1=C(c2cc3ccccc3s2)C[C@@H]2CC[C@H]1N2C(=O)N1CCCCC1 | -0.5 | -3.0
CCCCCSc1cc(OC)c(CCN)cc1OC | 5.2 | 11.0
Cc1cccc(-n2c(O)c(C=NCc3cccnc3)c(=O)[nH]c2=O)c1C | -13.0 | -3.2

An excerpt of these results, with two lines to a compound:
Order of results – H9c2 TAG inh | H9c2 TAG inh DAPI viability
- CCCCCSc1cc(OC)c(CCN)cc1OC
  5.2 | 11.0
- COC(=O)C1=C(c2cc3ccccc3s2)C[C@@H]2CC[C@H]1N2C(=O)N1CCCCC1
  -0.5 | -3.0
- O=S(=O)(O)C(=Cc1ccccc1)c1ccccc1 (tested in a mixture with another compound)
  1.7 | -6.0
- CN1CCN(Cc2cc(=O)n3ccsc3n2)CC1
  1.8 | -3.6

The list goes on:
SMILES | H9c2 TAG inh | H9c2 TAG inh DAPI viability
CCC(Oc1cc(Cl)ccc1Cl)C(=O)N1CCC2(CC1)OCCO2 (stereo not drawn) | 1.3 | 1.2
O=C1c2ccccc2C(=O)N1Cc1nc2ccccc2c(=O)n1-c1ccc(Br)cn1 | 9.5 | -11.4
CCC(=O)N1N=C2C3CCN(CC3)C2C1c1ccc(C)cc1 (stereo not drawn) | 10.9 | -18.8
[N-]=[N+]=CC(=O)OC[C@H](N)C(=O)O | -9.3 | 4.5
NCCc1nc2ccccc2s1 | -1.1 | 0.3
C[N+]12CCC(CC1)C(C(O)(c1cccc(Cl)c1)c1cccc(Cl)c1)C2 (stereo not drawn) | -5.9 | 15.2
CNC(=S)N(C)CCc1cc2c(c(OC)c1C=C1C(=O)NC(=O)NC1=O)OCO2 | 6.5 | 1.6
COc1ccc(OC)c(-n2c(O)c(/C=C3\C(C)=Nc4ccccc43)c(=O)[nH]c2=O)c1 | 0.3 | -6.7
CN1C[C@H](CNC(=O)OCc2ccccc2)C[C@@H]2c3cccc4c3c(cn4C)C[C@H]21 | 21.5 | -5.2
O=C(c1n[nH]c(=O)c2ccccc12)N1CCC2(CC1)OCCO2 | 9.8 | 1.8
O=C1N(CN2CCOCC2)c2ccccc2C1(O)c1c[nH]c2ccccc12 (stereo not drawn) | -3.8 | -5.8
O=C(Cc1ccccc1)Oc1ccc(N2C(=O)CCC2=O)cc1 | 7.7 | 0.9
CCCCc1nc(N2CCNCC2)c(C#N)c2c1CSC(C)(C)C2 | 24.2 | 9.0
CCN(CC)c1nc2c(C)cccn2c(=O)c1C=C1C(=O)NC(=O)NC1=O | 10.8 | 3.7
CSc1ncc(/C=C2/C(=O)NC(=O)N(c3ccc(C)cc3)C2=O)cn1 | -13.0 | 7.3
CCCCn1c(O)c(C(C)=Nc2ccc(C(=O)O)cc2)c(=O)[nH]c1=O | -17.0 | 15.1
COc1cc(C2c3cc4c(cc3CC3COC(=O)C32)OCO4)cc(OC)c1O (stereo not drawn) | 46.3 | -24.0
Cc1cc(C)c(S(=O)(=O)N2Cc3ccccc3-n3nncc3C2)c(C)c1 | -15.8 | -1.8
CCC1C2Cc3ccc(O)cc3C1(CC)CCN2C (stereo not drawn) | -9.0 | 7.1
Oc1cc(Cl)c(Cl)c(Cl)c1Cl | 0.7 | 4.5
CN(C)c1ccc([P+](=O)c2ccc(N(C)C)cc2)cc1 | -20.0 | -15.0
CN1CCN(C(=O)COc2ccc(C(C)(C)C)cc2Br)CC1 | 6.3 | 1.3
O=C(NC1CCCCC1)Oc1cc2oc(=O)sc2cc1Cl | 5.5 | -1.9
CS(=O)(=O)N1Cc2ccccc2-n2nncc2C1 | -2.4 | -1.7
Cc1ccc(S(=O)(=O)N2Cc3ccccc3-n3nncc3C2)cc1 | -14.1 | 8.0
COc1cc(/C=C2\C[C@H]3[C@@H]4CC=C5C[C@@H](N6CCCC6)CC[C@]5(C)[C@H]4CC[C@]3(C)[C@H]2O)cc(OC)c1OC | 9.2 | -12.8

Part of the list above in order of length of the SMILES, ascending.
SMILES | H9c2 TAG inh | H9c2 TAG inh DAPI viability
Oc1cc(Cl)c(Cl)c(Cl)c1Cl | 0.7 | 4.5
O=C(NC1CCCCC1)Oc1cc2oc(=O)sc2cc1Cl | 5.5 | -1.9
Cc1ccc(S(=O)(=O)N2Cc3ccccc3-n3nncc3C2)cc1 | -14.1 | 8.0
COc1cc(/C=C2\C[C@H]3[C@@H]4CC=C5C[C@@H](N6CCCC6)CC[C@]5(C)[C@H]4CC[C@]3(C)[C@H]2O)cc(OC)c1OC | 9.2 | -12.8

For reference, part of the list above:
SMILES | H9c2 TAG inh | H9c2 TAG inh DAPI viability
O=C(NC1CCCCC1)Oc1cc2oc(=O)sc2cc1Cl | 5.5 | -1.9
CS(=O)(=O)N1Cc2ccccc2-n2nncc2C1 | -2.4 | -1.7
Cc1ccc(S(=O)(=O)N2Cc3ccccc3-n3nncc3C2)cc1 | -14.1 | 8.0
COc1cc(/C=C2\C[C@H]3[C@@H]4CC=C5C[C@@H](N6CCCC6)CC[C@]5(C)[C@H]4CC[C@]3(C)[C@H]2O)cc(OC)c1OC | 9.2 | -12.8
